ABCB6 inh MLPCN = ABCB6 transporter inhibitors, primary screen, K562-ABCB6 cells, flow cytometry, MLPCN library. ATP-binding cassette sub-family B member 6 (Homo sapiens), Q9NP58. K562-ABCB6 porphyrin accumulation, 1 h; active compounds read low. fluorescence ratio to DMSO, % at 10 µM. hit rate 0.19% among 360,000;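 active means fluorescence ratio to DMSO below 75%, the collection mean minus 3 SD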;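 further: signal is porphyrin accumulated inside mitochondria; 100% equals median channel fluorescence of DMSO control wells; lower ratio means ABCB6 inhibition with less porphyrin fluorescence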
Cardio protect = cardioprotection against H2O2-induced cell death, primary screen, uHTS, H9c2 cells, ATPLite luminescence. H9c2 cardiomyocytes, H2O2 injury protection, 2 h. protection from H2O2 cell death, % at 20 µM. hit rate 0.63% among 360,000. AID 588492, 2011;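 active means compounds giving at least 50% protection of heart cells from peroxide-induced death in the single-dose screen, raw or plate-pattern-corrected value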;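 further: 0% = DMSO wells with peroxide and 100% = DMSO wells without peroxide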
MC4R antagonist = MC4R antagonists of cAMP signaling, primary screen, cell-based, TR-FRET, antagonist arm of biased-ligand search; Melanocortin receptor 4 (Homo sapiens), P32245; MC4R-expressing cells, MTII-stimulated cAMP, LANCE TR-FRET; inhibition, % at 6.5 µM; hit rate 0.48% among 360,000; AID 540295, 2011;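 active means inhibition above its plate's cutoff, the mean of tested wells on that plate plus 3 SD, cut at about 29% in these data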;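 further: 0% = Melanotan II alone and 100% = Melanotan II plus saturating MCL0020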
Target sequence (P32245 whole entry, looked up): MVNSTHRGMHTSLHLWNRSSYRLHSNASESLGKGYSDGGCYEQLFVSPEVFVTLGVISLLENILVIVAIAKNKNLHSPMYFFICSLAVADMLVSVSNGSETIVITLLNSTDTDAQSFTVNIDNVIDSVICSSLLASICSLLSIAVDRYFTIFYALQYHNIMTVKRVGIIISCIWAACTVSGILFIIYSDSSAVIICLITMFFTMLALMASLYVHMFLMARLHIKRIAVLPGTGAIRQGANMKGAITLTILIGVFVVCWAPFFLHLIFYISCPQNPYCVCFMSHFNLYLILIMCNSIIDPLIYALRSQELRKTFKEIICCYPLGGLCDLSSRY
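Material: human MC4R-expressing U2OS cells. Probe or stimulus: Melanotan II challenge. Dosing: 6.5 µM single dose. Times: 30-min compound, 1-h challenge, 1-h detection, room temperature. Technique: TR-FRET with Eu-cAMP and labeled anti-cAMP, 671 nm. Replication: singlicate.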
Granule exo inh = LAMP-1 surface exposure blockers, TALL-104 cells – cell-based, flow cytometry, MLPCN library, primary screen | TALL-104 LAMP-1 surface exposure; cells stimulated with thapsigargin and PMA | inhibition, % at 10 µM | hit rate 0.66% among 360,000 | AID 651702, 2012;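 active means inhibition above about 55%, limit read from the data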
HTR2A ag = mouse Htr2a agonists via beta-arrestin recruitment, primary screen, cell-based, luminescence | 5-hydroxytryptamine receptor 2A (Mus musculus), P35363 | CHO-K1 mHTR2A beta-arrestin complementation; percent of 30 µM serotonin response | activation, % at 7.6 µM | hit rate 0.66% among 360,000;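 active means activation above a run cutoff, the mean activation of all tested compounds plus 3 SD, cut at about 14% in these data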;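 further: 0% = plate median of compound wells and 100% = 30 µM serotonin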
Target sequence (P35363 whole entry, looked up): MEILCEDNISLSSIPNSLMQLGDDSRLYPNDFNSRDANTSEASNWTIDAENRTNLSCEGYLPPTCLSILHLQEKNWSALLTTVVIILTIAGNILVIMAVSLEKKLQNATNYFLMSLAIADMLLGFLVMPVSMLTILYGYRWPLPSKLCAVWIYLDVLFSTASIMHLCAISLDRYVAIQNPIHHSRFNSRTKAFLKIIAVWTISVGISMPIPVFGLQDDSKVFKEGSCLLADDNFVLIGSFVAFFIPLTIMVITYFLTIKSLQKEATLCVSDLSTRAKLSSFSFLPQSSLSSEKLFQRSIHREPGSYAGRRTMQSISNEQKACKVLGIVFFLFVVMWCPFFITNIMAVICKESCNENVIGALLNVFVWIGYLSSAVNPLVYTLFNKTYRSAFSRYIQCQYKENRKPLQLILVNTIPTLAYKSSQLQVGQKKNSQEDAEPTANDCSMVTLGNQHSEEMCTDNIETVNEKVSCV
MC4R barr agon = MC4R agonists recruiting beta-arrestin, primary screen, cell-based, luminescence, agonist arm of biased-ligand search; Melanocortin receptor 4 (Homo sapiens), P32245; U2OS MC4R beta-arrestin complementation; percent of melanotan II response, DMSO zero; activation, % at 8.9 µM; hit rate 0.98% among 360,000; AID 540308, 2011;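 active means activation above a per-plate cutoff, the mean activation of sample wells on that plate plus 3 SD, cut at about 8% in these data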
aDG glyco up = activators of alpha-DG glycosylation, primary screen, uHTS, Pro5-aDG cells, AlphaScreen; alpha-DG glycosylation AlphaScreen (IIH6); 0% Pro5, 100% B10-LARGE cell signal; activation, % at 10 µM; hit rate 0.22% among 360,000; AID 624168, 2012;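 active means activation of at least 8% versus controls, or a plate z-score of at least 8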;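 further: Pro5 are CHO cells carrying HIG-tagged alpha-DG that lacks glycosylation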
Glyco luc inh = increase of ERlucT glycosylation luciferase signal, primary screen, N-linked glycosylation inhibitor project, D54 ERlucT cells, luminescence, set 2. hit rate 0.23% among 360,000. D54 ERlucT glycosylation luciferase reporter, 24 h; percent of 100 nM tunicamycin response. reporter increase, % at 12.5 µM;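 active means mean luciferase reporter signal, scaled so untreated is 0 and the glycosylation-blocking control 100, at or above a set limit in every replicate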;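 further: luciferase carries N-glycosylation sites so blocking glycosylation raises the light; 0% = median of neutral control wells and 100% = median of 100 nM tunicamycin wells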
hiPSC survival = enhancers of single-cell hiPSC survival, primary screen, ATPlite luminescence; hit rate 0.044% among 360,000; AID 602274, 2012; survival enhancement, % at 20 µM; 100% = ROCK inhibitor wells, 0% = DMSO; in the data active means survival enhancement above about 18%;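 further: cells exposed to compounds for 16 hours before the ATP read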
ABHD5 PLIN5 PPI = ABHD5-PLIN5 interaction inhibitors, primary screen, cell lysate, split luciferase complementation, luminescence. Perilipin-5 (Homo sapiens) + 1-acylglycerol-3-phosphate O-acyltransferase ABHD5 (Homo …. Split G. princeps luciferase complementation, 4 h. inhibition, % at 4 µM. hit rate 0.78% among 360,000. AID 602281, 2012;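 active means inhibition above the mean inhibition across every tested compound plus 3 SD, cut at about 22% in these data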;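 further: 0% = DMSO only wells and the 100% control is not disclosed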
* = called active by the depositor; x = no result given.

SMILES	ABCB6 inh MLPCN	Cardio protect	MC4R antagonist	Granule exo inh	HTR2A ag	MC4R barr agon	aDG glyco up	Glyco luc inh	hiPSC survival	ABHD5 PLIN5 PPI
COc1ccc(CC(=O)n2[nH]c(=O)ccc2=O)cc1OC	98	4	-3	-1	1	-0.1	-0.1	1	0.4	13
Nn1c(Cc2ccccc2F)nnc1SCn1nnc2ccccc2c1=O	98	2	-1	-2	1	-1.8	0.1	2	-2.0	-8
CCOc1ccc(NC(=O)CN2C(=O)COc3ccccc32)cc1	98	-3	7	3	1	0.3	0.1	1	0.0	-3
Cc1ccccc1CSCc1nc(N)nc(Nc2ccccc2C)n1	103	1	6	-2	-9	1.4	0.0	0	-1.1	-7
CC(=O)/C(=N\Nc1ccc(Cl)cc1Cl)Sc1nnc(-c2ccccc2)n1-c1ccccc1	104	-9	9	3	1	-1.3	0.0	2	0.4	0
CN=C(Nc1ccccc1OC)SC1CC(=O)N(c2ccc(C(=O)OC)cc2)C1=O (stereo not drawn)	97	-11	6	-9	1	-0.3	0.2	0	-0.8	11
O=C(Nc1ccon1)c1cc2c(s1)CCCC2	104	-9	11	-2	1	-1.5	0.0	-12	-2.1	0
COc1ccc2c(C)cc(SCc3c(C)noc3C)nc2c1	103	-15	10	-1	3	1.0	0.5	4	6.2	0
O=C(C1CCN(c2nnc(-n3cccc3)s2)CC1)N1CCN(Cc2ccc3c(c2)OCO3)CC1	97	-15	5	-3	0	0.5	0.1	0	-2.8	2
Cn1c(=O)c2c(ncn2CC(=O)Nc2cccc(S(=O)(=O)Nc3ccccc3F)c2)n(C)c1=O	97	-5	-6	11	-2	-2.1	-0.2	5	0.1	-6
Cc1occc1C(=O)N1CCC2(CCCN(Cc3ccc(F)c(F)c3)C2)C1 (stereo not drawn)	94	-6	7	1	0	1.4	0.3	-2	0.6	-5
Cc1cc(=O)oc2c3c(cc(OCC(=O)N4CCC[C@H]4C(=O)O)c12)OC(C)(C)CC3	101	1	8	4	2	-1.1	0.0	2	1.0	5
O=C(CN1CCC(n2nnc3cc(F)ccc32)CC1)NNC(=O)c1ccccc1	99	-2	2	-2	0	-1.1	-0.1	-1	0.1	-3
O=C(COc1nsnc1N1CCOCC1)N/N=C/c1ccccc1O	96	73*	10	8	2	-1.4	0.8	-3	0.3	-1
CCc1c(C)nc2cc(-c3ccc(Cl)cc3)[nH]n2c1=O	103	-5	20	-4	0	-1.3	-0.1	2	-0.4	1
Fc1ccccc1Cc1noc(CN2CCCC(CN3CCOCC3)C2)n1 (stereo not drawn)	100	0	17	-1	1	0.9	0.5	-2	-0.5	0
Cc1cnc(C(=O)N2CCN(c3ccc(C(F)(F)F)cn3)CC2)cn1	102	1	-1	3	6	0.6	0.0	0	0.9	-2
CCOC(=O)C(NC(C)=O)(Nc1ccc(S(=O)(=O)Nc2nccs2)cc1)C(F)(F)F (stereo not drawn)	106	-7	1	0	5	-1.2	-0.2	5	2.3	4
COc1cc(OC)cc(C(=O)NCCNc2nc3cc(C)cc(C)c3cc2C#N)c1	102	16	4	61*	4	2.0	0.0	6	1.2	-1
CCc1ccc([C@H]2[C@@H]3C(=O)C[C@@H]4C(=O)N(CC)C(=O)[C@@H]4[C@@H]3CN2S(=O)(=O)c2ccc(C)cc2)cc1	99	6	x	-3	-4	x	0.0	0	2.2	2
CC(C)C1Cc2[nH]c(=S)[nH]c(=O)c2C(c2ccc(Cl)cc2)O1 (stereo not drawn)	92	6	x	-2	1	x	0.1	-3	-0.1	-2
CCCOc1ccccc1N/C(=N\S(=O)(=O)c1ccc(C)cc1)Nc1nc(C)cc(C)n1	96	-23	-2	-1	3	-2.4	0.1	0	10	3
O=C(CCCN1C(=O)c2ccccc2C1=O)NC1CCCCCC1	97	8	26	-2	2	0.5	0.4	1	-1.3	-4
O=C(CSc1nnc2ccccn12)NNC(=O)c1ccc(Br)cc1	96	-1	-2	-3	1	-0.7	-0.1	1	-0.1	-1
COC(=O)CCN(C(=O)c1ccc(C)c([N+](=O)[O-])c1)c1ccccn1	89	9	-6	-1	-1	-1.5	0.0	-1	0.1	3
COc1ccc([C@H]2[C@H]3C=CC[C@@H](C)[C@@H]3C(=O)N2Cc2ccccc2)cc1Cl	97	-6	3	18	-5	0.4	0.2	-2	9.2	-1
CSc1nnc(C)c(=O)n1COC(=O)COc1ccccc1C	101	3	0	-10	3	0.1	0.0	1	-1.0	1
Cc1cccc(NC(=O)CN2C(=O)COc3ccc(Cl)cc32)c1C	100	7	1	0	-1	-1.1	0.2	-3	0.5	-7
Cc1cc(C)n2nc(C(=O)Nc3ccc4c(c3)CCC4)nc2n1	97	-16	4	-4	1	0.0	-0.6	-6	-0.3	-3
O=C(O)c1ccc2c(=O)n3c(nc2c1)/C(=C/c1ccc(Cl)c([N+](=O)[O-])c1)CC3	97	2	1	3	-1	0.4	-0.2	4	0.2	3
O=C(Cn1cnc2ccccc21)N/N=C/c1cccc([N+](=O)[O-])c1	96	11	12	-3	-1	-2.3	2.0	3	-0.7	2
CC1CCC(NC(=O)c2cc(S(=O)(=O)N3CCCCC3)ccc2N2CCOCC2)CC1 (stereo not drawn)	96	0	13	-3	0	-1.5	-0.1	-1	-0.5	-2
c1ccc(-n2ncc3c(NCCCN4CCOCC4)ncnc32)cc1	95	-5	-4	2	-6	0.5	0.3	-2	-1.6	16
Clc1ccccc1N1CCN(Cc2ccco2)CC1	98	-5	8	-12	-15	0.0	-0.1	2	-0.5	1
O=C1CN(C(=O)CSc2nnc(-c3ccccc3)n2Cc2ccc3c(c2)OCO3)c2ccccc2N1	94	-2	8	4	6	-1.7	-0.2	11	1.3	8
Cc1cc[n+](CC(=O)c2ccc3c(c2)OCCO3)cc1	101	-2	-3	5	0	-2.0	-0.5	5	-0.1	-1
CN(C)CCCNc1oc(/C=C/c2ccccc2)nc1C#N	99	-3	3	12	-3	1.2	0.0	1	-0.3	-2
CO/N=C/C=C1/N(C)c2ccccc2C1(C)C	100	-2	5	-2	6	-0.9	0.1	0	1.5	-4
COc1ccc(N2CCN(C3CCCN(Cc4cccc(C)c4)C3)CC2)cc1 (stereo not drawn)	99	8	18	19	-5	0.7	0.0	-1	0.1	0
CCOC(=O)C1CCN(C(=O)CCNC(=O)c2ccccc2OC)CC1	97	4	2	-13	-5	-3.5	0.2	-1	-0.4	3
Nc1ccn(Cc2ccccc2)n1	114	1	-1	0	5	0.7	-0.1	0	0.1	9
CCC(C)NC(=O)CSc1nc2c(sc3ccccc32)c(=O)n1CCCN1CCOCC1 (stereo not drawn)	101	8	1	-1	1	0.8	0.2	-1	1.6	4
CC(=O)Nc1ccc(C(=O)N/C(=C\c2ccccc2)C(=O)Nc2cccc(C(=O)O)c2)cc1	99	3	-10	2	13	0.8	-0.1	1	-0.6	8
COc1cccc(NC(=O)CN(C)S(=O)(=O)/C=C/c2ccccc2)c1	95	-6	5	-2	-8	-1.2	0.1	2	-0.2	-4
CCN(CC)CCC(=O)N1c2ccccc2Sc2ccc(NC(=O)OC)cc21	99	6	18	46	-1	0.7	0.0	-6	-0.8	8
COc1ccc(N(CC(=O)Nc2ccc3c(c2)OCO3)S(=O)(=O)c2ccccc2)cc1OC	105	12	22	1	3	-0.8	0.1	0	-0.6	1
COc1ccccc1NC(=O)c1ccc(N2CC3CC(C2)c2cccc(=O)n2C3)c(NC(=O)c2ccncc2)c1 (stereo not drawn)	99	6	6	-1	4	-0.5	-0.4	2	0.0	-1
CCCNC(=O)NS(=O)(=O)c1ccc(Cl)cc1	89	14	6	1	-1	-1.5	1.0	1	2.4	1
COc1ccc(NC(=O)CN2C(=O)NC3(CCCC3)C2=O)cc1S(=O)(=O)N1CCCCC1	97	3	6	2	3	-0.7	-0.2	0	-0.6	4
CCOC(=O)C1CCCN(c2nc3ccccc3nc2C(C#N)C(=O)OC(C)C)C1 (stereo not drawn)	96	4	5	-8	-4	3.6	0.1	2	1.0	4
CS(=O)(=O)N1CCN(C2Cc3ccccc3C2)CC1	105	-6	9	22	-4	-0.5	-0.1	0	1.2	-3
Cc1cccc(CN2CCN(C3CN(Cc4ccccc4)S(=O)(=O)C3)CC2)c1 (stereo not drawn)	99	3	x	0	21*	x	0.0	1	-2.0	3
Cc1ccc(S(=O)(=O)N2CCOCC2)cc1NC(=O)Cn1ccsc1=N	100	-6	8	2	0	-0.9	1.2	2	1.8	-3
N#CCCN(C(=S)NC(=O)c1ccco1)c1ccccc1F	99	5	-3	-4	2	-2.7	-0.4	2	-1.1	-1
COc1ccc(C2=CC(c3sccc3C)n3nnnc3N2)cc1 (stereo not drawn)	96	-16	2	16	15*	-0.2	-0.1	-4	-3.8	1
Cn1cccc1/C=N/NC(=O)Cc1ccccc1	96	-3	-2	1	1	-2.9	0.1	0	0.1	3

Next entries:
SMILES	ABCB6 inh MLPCN	Cardio protect	MC4R antagonist	Granule exo inh	HTR2A ag	MC4R barr agon	aDG glyco up	Glyco luc inh	hiPSC survival	ABHD5 PLIN5 PPI
COCc1c(C(=O)N/N=C(/C)c2ccc(OCc3ccccc3)cc2)nnn1-c1nonc1N	101	2	4	-3	0	-1.7	-0.2	2	0.3	-2
CCc1noc(C)c1C(=O)Nc1ccc(S(=O)(=O)N2CCCC(C)C2)cc1 (stereo not drawn)	93	0	1	10	0	-2.9	0.4	-3	-0.1	-9
CCCC(C(=O)NC1CCCC1)N(CC1CCCO1)C(=O)c1snc(C(N)=O)c1N (stereo not drawn)	100	-5	9	2	1	-1.8	0.3	0	-0.5	2
CCn1c(=O)c2c(nc3n2CCCN3CCc2ccccc2)n(C)c1=O	84	11	15	1	-2	0.3	-0.2	6	-3.3	1
O=C(CN1CCN(C(=O)c2cc(C3CC3)nn2-c2ccccc2)CC1)Nc1ccc(F)cc1	86	3	8	-3	-6	-1.4	0.1	0	0.2	-4

Source: PubChem BioAssay
